IL-2 act: activators of IL-2; IL-2 activation reporter assay, cell-based qHTS; stimulated with anti-CD3/CD4/CD28 beads; in transgenic mouse T cells; activation, % (series mostly up to about 46 µM); 360,000 tested, 0.065% active; in the data active = activation above about 50%; inconclusive = mostly about 30% to 49%; also: 0% is about no effect
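Screening format: compound pinned onto unstimulated transgenic mouse T cells, 60 min incubation, then anti-CD3/anti-CD4/anti-CD28 bead stimulation for 18 hours at 37 degrees C, followed by EGFP and DsRed detection.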
FUS suppressor: suppressors of FUS proteinopathy in yeast. S. cerevisiae FUS-expressing, growth rescue, OD600, 24 h. 390,000 tested, 0.24% active. Potency, µM (series often up to 76.6 µM), for the others: at the top dose growth rescue (activation), most hits filed as activators;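 also: potency is read from the fitted curve at half-maximal effect; plate controls were DMSO vehicle for no effect and reference control for full effect; nearly all actives have a fitted effect of over 55% in size; some results filed as inactive show a strong effect at the top dose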
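Cultures pregrown in 2.5% raffinose medium are shifted to minimal medium containing 2% galactose to express toxic FUS. Compounds are tested at several concentrations. After 24hr at 30C, growth is quantified at 600 nm absorbance.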
WRN helicase inh: inhibitors of human WRN helicase; Q14191; WRN helicase unwinding, fluorescent forked duplex, kinetic; Potency, µM (titrated, usually from 114 µM), inactives show at the highest dose activity change, negative = inhibition, actives largely listed as inhibitors; 360,000 tested, 0.46% active; AID 651768; also: potency is read from the fitted curve at half-maximal effect; % is scaled to controls: 0 for no effect and ±100 for the full control effect; nearly all actives have a fitted effect of over 55% in size
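Screening of the MLSMR collection measured strand separation of a quenched forked DNA duplex (100 nM) by 20 nM WRN with 2 mM ATP, all final. Compounds were preincubated with enzyme 15 min at room temperature.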
EPAC1 antag: blocks human EPAC1 exchange factor. AID 720709. EPAC1 GEF assay, Rap1b-BODIPY-GDP exchange fluorescence. 360,000 tested, 0.14% active. Potency, µM (top dose mostly 115 µM), without a hit: at the top dose activity change, negative = inhibition, usual class: inhibitors. O95398;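 also: potency is read from the fitted curve at half-maximal effect; plate controls were vehicle for no effect and positive control for full effect; nearly all actives have a fitted effect of over 50% in size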
PLK1 PBD block: PLK1 (human) polo-box domain binding inhibition. 360,000 tested, 2.8% active. P53350. Plk1 PBD binding of FITC phosphopeptide, fluorescence polarization. Potency, µM, inactives show max response, negative = inhibition, most hits filed as inhibitors; also: potency is read from the fitted curve at half-maximal effect; series mostly up to about 57 µM; % is scaled to controls: 0 for no effect and ±100 for the full control effect; nearly all actives have a fitted effect of over 65% in size
Target sequence (P53350 whole entry, looked up, the tested form may be a part): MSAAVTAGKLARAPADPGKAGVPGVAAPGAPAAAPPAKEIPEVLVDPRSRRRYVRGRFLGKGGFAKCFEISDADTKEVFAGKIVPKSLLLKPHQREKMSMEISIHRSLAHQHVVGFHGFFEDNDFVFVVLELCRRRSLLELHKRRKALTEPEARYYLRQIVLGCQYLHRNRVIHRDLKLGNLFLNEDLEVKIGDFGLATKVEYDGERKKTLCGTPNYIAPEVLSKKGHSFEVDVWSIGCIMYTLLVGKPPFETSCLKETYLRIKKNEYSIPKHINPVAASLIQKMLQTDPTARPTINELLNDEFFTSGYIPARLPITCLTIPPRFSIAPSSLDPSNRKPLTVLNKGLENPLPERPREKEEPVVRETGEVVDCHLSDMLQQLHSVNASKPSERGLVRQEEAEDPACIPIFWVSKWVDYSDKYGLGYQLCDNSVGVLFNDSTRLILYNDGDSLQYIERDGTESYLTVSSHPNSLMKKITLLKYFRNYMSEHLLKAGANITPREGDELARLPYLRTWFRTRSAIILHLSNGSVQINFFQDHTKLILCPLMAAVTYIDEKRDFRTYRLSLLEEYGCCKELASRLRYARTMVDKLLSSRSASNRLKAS
EPAC1 ag: EPAC1 (human) agonism. O95398. EPAC1 agonist qHTS, biochemical assay; response scale: 100% = response to 6.5 mM cAMP. Potency, µM (titrated, usually from 154 µM), for the others: at the top dose activation, usual class: activators. 360,000 tested, 0.073% active; also: potency is read from the fitted curve at half-maximal effect; nearly all actives have a fitted effect of over 60% in size
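Multi-concentration qHTS readout: loss of Rap1B-bound BODIPY-GDP fluorescence driven by 100 nM EPAC1 with excess GDP (50 uM), monitored kinetically at room temperature; agonist response expressed relative to 6.5 mM cAMP.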
PI5P4Ka inh: PI5P4K alpha (human) kinase inhibition. max response, %. PI5P4Kalpha enzyme, ADP-Glo luminescence, 60 min; active compounds read low. 330,000 tested, 1.2% active. AID 652105; active = max response of -50% or lower; inconclusive = between -30% and -50%; inactive = -30% or higher; also: value at the top dose of about 77 µM; % is scaled to controls: 0 for no effect and ±100 for the full control effect
Target sequence (P48426 whole entry, looked up): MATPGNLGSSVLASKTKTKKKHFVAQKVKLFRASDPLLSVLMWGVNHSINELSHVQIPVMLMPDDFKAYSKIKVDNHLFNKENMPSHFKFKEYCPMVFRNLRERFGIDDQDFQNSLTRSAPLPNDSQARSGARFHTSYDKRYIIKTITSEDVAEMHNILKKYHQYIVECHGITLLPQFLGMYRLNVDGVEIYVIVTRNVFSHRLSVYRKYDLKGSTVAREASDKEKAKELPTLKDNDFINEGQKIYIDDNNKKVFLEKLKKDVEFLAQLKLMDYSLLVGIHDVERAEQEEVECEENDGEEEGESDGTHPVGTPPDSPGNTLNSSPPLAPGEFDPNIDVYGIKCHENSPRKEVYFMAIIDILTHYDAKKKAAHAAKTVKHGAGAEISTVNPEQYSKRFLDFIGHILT
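Single end-point luminescence (ADP-Glo) quantified ADP from PI5P4Kalpha turnover; ATP 5 microM final, 1 h at RT, 0.1% CHAPS and 0.28 mM EGTA in HEPES pH 7.4.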
Abeta rescue: compounds reversing amyloid beta toxicity in yeast | Potency, µM (top dose mostly 46.1 µM), inactives show at the highest dose growth rescue, usual class: activators | AID 1347071 | 410,000 tested, 0.063% active | yeast expressing A-beta42, growth rescue, OD600, 48 h; response scale: 0% DMSO, 100% iron-clioquinol control; also: potency is read from the fitted curve at half-maximal effect; nearly all actives have a fitted effect of over 55% in size
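Growth rescue measured by 600 nm absorbance after 48 h yeast culture at 30 C with compound. Values normalized between DMSO and an equimolar ferric chloride plus clioquinol control.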
Starred values were filed as active, the others as inactive; ? = inconclusive; nt = not tested or not shown; [ ] = remark or other dose. Unless noted, calls follow the shape of the dose curve; as a rule, active = well fitted curve in the direction sought with a large enough effect; inconclusive = small, poorly fitted or top-dose-only effect, or another doubt; inactive = no such curve, though single readings can be large; an effect the other way counts as inactive or inconclusive. No enrichment for hits. About 4.1% of those tested had a hit in this group.

SMILES	IL-2 act	FUS suppressor	WRN helicase inh	EPAC1 antag	PLK1 PBD block	EPAC1 ag	PI5P4Ka inh	Abeta rescue
CCS(=O)(=O)N1CCC(C(=O)NCc2ccco2)CC1	-0.5	2%	-1%	4%	-2%	-2%	nt	1%
O=C(Cn1nc(C(F)(F)F)c2c1CCCC2)Nc1ccc2c(c1)OCO2	-2.4	12%	1%	-7%	-2%	-1%	-2	2%
COC(=O)c1ccc(CCc2cc(O)c(Br)cc2O)cc1	-0.8	nt	25µM*	-9%	?	4%	-52*	-28%
Cc1nc(Nc2cccc(C(C)O)c2)c2nnn(Cc3ccccc3F)c2n1 (stereo not drawn)	-0.4	17%	-6%	0%	-1%	-1%	-4	1%
CCS(=O)(=O)N1CCC(C(=O)NCc2cc(OC)ccc2OC)CC1	1.5	-4%	4%	4%	0%	-3%	nt	18%
Cc1ccnc(SCC(=O)Nc2sc3c(c2C#N)CCCC3)n1	0.9	8%	-2%	-6%	0%	14%	2	-1%
COc1cc(-c2nc3cnccn3c2NC(C)(C)CC(C)(C)C)ccc1O	1.4	-13%	3%	-21%	-12%	-1%	-4	3%
COc1cccc(-c2cc(C(F)(F)F)n3nc(C(=O)Nc4c(C)n(C)n(-c5ccccc5)c4=O)cc3n2)c1	0.1	14%	-2%	1%	-4%	-6%	-4	1%
COc1ccc(Cl)cc1NC(=S)NCCc1c[nH]c2ccccc12	-0.7	35%	-13%	0%	-1%	14%	nt	30%
CCOc1ccc(NC(=O)COC(=O)c2ccc3c(c2)OCCO3)cc1	0.2	-20%	-2%	7%	2%	12%	1	10%
O=C(O)C1C2CCC(C2)C1C(=O)NCCc1ccc(F)cc1 (stereo not drawn)	-2.2	-31%	7%	12%	4%	1%	2	-6%
CC(=O)Nc1ccc(N(C(=O)Cc2c[nH]c3ccccc23)C(C(=O)NC2CCCCC2)c2ccco2)cc1 (stereo not drawn)	0.3	nt	-21%	?	-12%	-10%	-9	14%
CS(=O)(=O)N(CC(=O)N1CCC(C(N)=O)CC1)c1cc(C(F)(F)F)ccc1Cl	0.0	-8%	-4%	0%	-10%	2%	-2	1%
CCCNC(=O)C1(C)CCCN(C(=O)c2cc(C(C)(C)C)nn2C)C1 (stereo not drawn)	-0.4	-12%	1%	5%	-5%	-5%	1	-12%
CCN(CC)CCNC(=O)Cn1c(C)cc2ccccc2c1=O	0.0	22%	8%	-2%	-5%	3%	nt	5%
COC(=O)Cn1nc(-c2ccccc2)c2ccccc21	0.4	nt	0%	10%	-5%	4%	0	-51%[inhibitor]
CCOc1ccc(NC(=O)NC(C)CC)cc1 (stereo not drawn)	-4.9	11%	-1%	-5%	-10%	-5%	-6	-5%
O=C(NCc1cccnc1)c1cc2ccccc2oc1=O	-0.1	0%	-1%	0%	?	-4%	nt	15%
CS(=O)(=O)N1CCN(c2ccc(NC(=O)Cc3ccccc3)cc2)CC1	-1.6	-1%	-10%	0%	-5%	0%	nt	3%
c1ccc(CNc2ncnc3nc[nH]c23)nc1	-3.1	-19%	0%	3%	-4%	-1%	8	10%
O=C(NCCc1ccc(Cl)cc1)C1CC(=O)N(CCc2ccccc2)C1 (stereo not drawn)	0.0	29%	-4%	5%	-12%	10%	-2	20%
Cc1cccnc1NC(=O)CCNC(=O)c1ccc(Br)cc1	-1.0	13%	-5%	-27%	-7%	3%	3	-3%
Cc1ccccc1CN1CCN(CC(=O)NCc2ccccc2)CC1	0.8	16%	-27%	-1%	-11%	4%	-6	-3%
c1ccc(-n2cc(CNCCc3cscn3)c(-c3ccc4c(c3)OCO4)n2)cc1	-0.2	24%	-9%	-23%	0%	12%	3	6%
CCOC(=O)C1CCN(C(=O)c2ccc(N3CCOCC3)c([N+](=O)[O-])c2)CC1	-0.8	-5%	-4%	-4%	-4%	-7%	-1	-20%
Cc1ccc(NC(=O)COC(=O)c2nn(C)cc2Cl)cc1	1.5	0%	7%	-9%	-12%	4%	0	-7%
CC(C)NC(=O)Cn1c(SCC(=O)c2ccc(F)cc2)nc2ccccc21	-2.6	-14%	3%	13%	-2%	-2%	0	13%
Cc1nnsc1C(=O)Nc1ccc(Cl)cc1Cl	2.3	16%	-11%	-6%	-6%	12%	7	-16%
O=C(CSc1ccccc1)N/N=C/c1ccccc1O	-3.6	-18%	0%	-7%	-3%	1%	-3	9%
COc1ccc(OC(=O)N(C)C[C@@H]2OCc3cn(nn3)CCCC(=O)N([C@H](C)CO)C[C@H]2C)cc1	-0.6	-9%	-9%	3%	-12%	6%	0	7%
Cc1[nH]oc(=O)c1N=Nc1ccccc1	0.6	nt	-8%	-6%	-2%	-13%	7	-50%[inhibitor]
COc1ccccc1CN(C)CC(=O)Nc1ccc(Cl)cc1F	-0.4	-17%	-8%	-4%	3%	-3%	9	24%
Fc1cccc(NC(=S)NCC(c2cccnc2)N2CCOCC2)c1 (stereo not drawn)	-1.4	8%	0%	8%	-11%	-3%	3	-12%
C[C@@H]1CN([C@H](C)CO)C(=O)CCCn2nncc2CO[C@H]1CN(C)Cc1ccc(O)cc1	1.8	-4%	-4%	-14%	-8%	2%	3	-3%
O=C1CC(c2cccc([N+](=O)[O-])c2)c2ccc3ccccc3c2N1 (stereo not drawn)	-0.6	7%	-15%	-11%	-14%	13%	nt	-18%
CC1N(C(=O)N2CCOCC2)CCN1S(=O)(=O)c1ccc(Cl)cc1 (stereo not drawn)	-4.3	-6%	0%	2%	-2%	9%	2	3%
O=C(CNc1ccc(Br)cc1)Nc1ccc(S(=O)(=O)N2CCCCC2)cc1	-0.9	?	-1%	-19%	2%	8%	2	1%
CN(CC(=O)NNC(=O)CNC(=O)c1ccccc1Cl)S(=O)(=O)c1ccc(Cl)cc1	1.3	29%	-14%	-2%	-1%	-4%	2	-15%
COc1ccccc1N1CCN(S(=O)(=O)c2ccc3c(c2)n(C)c(=O)n3C)CC1	-0.7	22%	3%	-22%	-12%	8%	-6	5%
O=C(N/N=C/c1cccc([N+](=O)[O-])c1)c1cccs1	1.8	-6%	-10%	9%	1%	-6%	-2	11%
O=C(CSc1nc(-c2ccccc2)cs1)Nc1nccs1	-0.1	37%	8%	-20%	-13%	10%	-4	-9%
CCN(CC)S(=O)(=O)c1cccc(C(=O)OCC(=O)N2CC(=O)Nc3ccccc32)c1	-1.3	26%	5%	-6%	-10%	15%	nt	10%
CCCCCC(=O)Nc1c(-c2cccs2)c(=O)c2ccccc2n1C	-2.2	18%	-8%	7%	-3%	4%	nt	0%
Cc1noc(C)c1C(=O)OCC(=O)/C=C1/N(C)c2ccccc2C1(C)C	-0.7	9%	10%	5%	0%	1%	-6	5%
Cc1cc(C)c(NC(=O)C(C)N2CCCCCC2)c(C)c1 (stereo not drawn)	1.4	-22%	-3%	-4%	2%	12%	-2	10%
COc1ccc(CNC(=O)C[C@H]2C[C@H](C(=O)N3CCCCC3)[C@@]3(CCc4ccccc4)c4[nH]c5cc(-c6ccco6)ccc5c4CCN3C2=O)cc1OC	0.8	?	3%	-12%	24µM*	-5%	?	2%
COc1ccc(C(CNc2ccc(S(C)(=O)=O)cc2[N+](=O)[O-])N(C)C)cc1OC (stereo not drawn)	-0.7	-54%	0%	-2%	-10%	-8%	5	-2%
O=S(=O)(c1ccc(Oc2ccccc2)cc1)N1CCOCC1	0.5	13%	-5%	-1%	5%	11%	nt	13%
Cc1cc([N+](=O)[O-])ccc1NC(=S)NC1CCCC1	-3.0	-9%	13%	-5%	-22%	2%	5	23%
COc1ccc2cc(CN(CC3CCCO3)C(=S)NCc3ccco3)c(=O)[nH]c2c1 (stereo not drawn)	-5.7	?	-13%	-2%	?	-11%	-21	-15%
Cc1ccc(C2CC(=O)Oc3cc(O)ccc32)cc1 (stereo not drawn)	0.4	-15%	14%	4%	-6%	-17%	0	1%
CCOC(=O)NC(=O)CSc1ccc(S(=O)(=O)N(C)C2CCCCC2)cn1	-0.6	1%	6%	-13%	-13%	-7%	1	-24%
Cc1ccc(N2C(=O)C3Sc4[nH]c(=O)sc4C(c4ccccc4)C3C2=O)cc1 (stereo not drawn)	0.3	32%	-3%	7%	-15%	-1%	-21	8%
COCCNC(=S)N(CCc1c(C)[nH]c2ccc(F)cc12)Cc1ccco1	-0.8	6%	-9%	-17%	-7%	0%	3	12%
NC(N)=Nc1ccc(C=C2C=Cc3ccccc32)cc1	-0.5	nt	4%	3%	-1%	0%	8	-14%
CC(C)c1onc(C(=O)NCc2ccc(F)cc2)c1[N+](=O)[O-]	-5.3	nt	-12%	-1%	2%	4%	2	8%
COc1ccc(OC)c(S(=O)(=O)N2CCC(C(=O)N3CCN(Cc4ccccc4)CC3)CC2)c1	-0.4	-5%	-5%	5%	2%	-3%	10	3%
CN(C)CCN1C(=O)C(=O)/C(=C(/O)c2ccc(F)cc2)C1c1ccccc1 (stereo not drawn)	-0.5	16%	3%	2%	-9%	5%	-6	-12%
CC(=O)c1sc(NC(=O)c2cccnc2Cl)nc1C	0.9	-11%	-6%	12%	-17%	1%	-27	-13%
Cc1ccccc1NC(=S)N(CCCN1CCOCC1)Cc1cccnc1	-1.5	14%	-2%[57.1 µM]	-24%	-6%	0%	3	2%
Cc1cccc(-c2ccc3[nH]c4c(c3c2)CCN2C[C@@H]([C@H](C)O)[C@@H](N(C)C(=O)Nc3ccc(F)cc3)C[C@@H]42)c1	-3.3	?	-4%	-18%	0%	-18%	2	-19%
COc1ccc(N/C=C(\C#N)c2nc3ccccc3n2C)c(OC)c1	-3.1	?	-1%	14%	-5%	9%	nt	-15%
CCOc1ccc(-c2noc(CCC(=O)NCCc3ccccc3)n2)cc1OC	0.0	9%	-11%	1%	-10%	9%	6	-1%

Random excerpt: three records from the list
SMILES	IL-2 act	FUS suppressor	WRN helicase inh	EPAC1 antag	PLK1 PBD block	EPAC1 ag	PI5P4Ka inh	Abeta rescue
NC(N)=Nc1ccc(C=C2C=Cc3ccccc32)cc1	-0.5	nt	4%	3%	-1%	0%	8	-14%
CCOC(=O)NC(=O)CSc1ccc(S(=O)(=O)N(C)C2CCCCC2)cn1	-0.6	1%	6%	-13%	-13%	-7%	1	-24%
COCCNC(=S)N(CCc1c(C)[nH]c2ccc(F)cc12)Cc1ccco1	-0.8	6%	-9%	-17%	-7%	0%	3	12%

From PubChem BioAssay
